Cneo AK release: Cryptococcus neoformans lysis via adenylate kinase release; C. neoformans lysis, adenylate kinase release luminescence, 4 h; normalised: neutral wells 0, clomiphene wells 100; 360,000 tested, 0.2% active; lysis activity, % at 15 µM; AID 651654;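 active means mean lysis activity across replicates of at least 80%, whatever share of replicates individually reach that level; inactive means mean lysis activity below 80%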
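Material – Cryptococcus neoformans yeast cells · Quantity – 5 × 10^6 yeast cells/mL · Buffer or medium – YPD medium · Compound – single dose · Timing – 4 h static compound exposure, 37 °C, read 1 h post-reagent · Signal – adenylate kinase release luminescence · Read-out basis – lysis from increased AK signal · Benchmarks – Clomiphene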
F508del corr: correctors of CFTR F508del function in bronchial epithelial cells | CFBE cells, YFP halide quenching; stimulated with forskolin plus potentiator P3; % fluorescence drop versus neutral controls | AID 720511 | 350,000 tested, 0.36% active | activity (quench increase), % at 7.58 µM;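 active means mean added fluorescence quench of at least 8% versus neutral control, with both replicates also reaching 8%; inconclusive means only one of the mean or replicate conditions met; inactive means mean below 8% and not both replicates reaching 8%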;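 further: cells transiently co-express mutant CFTR-F508del with the halide-sensitive YFP; corrector assay measuring rescue of mutant channel to the surface after 24 h compound exposure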
PglD DTNB: blocks C. jejuni PglD acetyltransferase activity; AID 602405; 360,000 tested, 0.098% active; purified PglD enzyme, DTNB colorimetric CoA detection; inhibition, % at 12.5 µM; in the data active means inhibition above about 16%, passing the limit was not always enough; inconclusive means no clear call, values can overlap the other calls; further: strong numbers were not always called active
PGC1a acetyl inh: modulators of PGC1a acetylation; U2OS PGC1a acetylation, AlphaScreen anti-acetyl-lysine; with virally co-expressed GCN5 acetyltransferase; inhibition, % at 15.6 µM; 350,000 tested, 0.17% active;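 active means every replicate shows inhibition of at least 40%; inconclusive means mean inhibition at least 40% but some replicate below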;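 further: 0% = neutral control wells and 100% = positive control wells; some results beyond the cut were filed as inactive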
Statin myotox sup: protects C2C12 myotubes from simvastatin toxicity | AID 602340 | ATP luminescence, 48 h; scaled: DMSO 0, geranylgeraniol control 100 | rescue of ATP level, % at 7.49 µM | 330,000 tested, 0.78% active;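 active means mean ATP rescue above about 67%, or every replicate alone reaching that limit, limit read from the data, passing the limit was not always enough; inconclusive means no clear call, values can overlap the other calls; inactive means mean under the limit and some replicate under it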;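 further: myotubes were challenged with 10 µM simvastatin during compound exposure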
miR-122 sensor: blocks miR-122 activity in Huh7 sensor cells | AID 602342 | 340,000 tested, 0.3% active | activation (reporter increase), % at 12.5 µM | Huh7 miR-122 Renilla luciferase sensor, 48 h; neutral wells = 0, positive control = 100;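 active means mean replicate activation score at least 90 and every replicate individually at or above 90; inconclusive means only one of the two criteria met; inactive means neither criterion met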;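 further: higher luciferase means less miR-122 activity so hits act as miR-122 inhibitors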
FN deposit inh: fibronectin deposition inhibition. AH1F fibroblasts, Alexa488-fibronectin deposition fluorescence, overnight. 350,000 tested, 0.086% active. inhibition, % at 12.6 µM;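 active means mean inhibition across replicates of 30% or more, regardless of how many single replicates reach that level; inconclusive means mean under 30% yet at least half of replicates reach 30%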;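 further: positive control wells lacked labelled fibronectin entirely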
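Assay system: AH1F fibroblast monolayer, labelled fibronectin deposition. Amount: 10000 cells per well. Also added: labelled fibronectin 24 nM. Compound: single-point pinned compound. Incubation: cell attachment 1 h, compound and FN exposure overnight. Detection: fluorescence after three HBSS washes, excitation 485 nm, emission 525 nm. Read-out: inhibition of fibronectin deposition signal.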
INS-1E GSIS act: GLuc luminescence reporter in INS-1E cells, primary screen for activators of glucose-dependent secretion of insulin; AID 743287; 370,000 tested, 0.61% active; INS-1E GLuc reporter insulin secretion, 2-3 h; activation, % at 16.6 µM;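 active means lowest replicate activation of at least 40%, so every replicate reaches that level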;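 further: 0% = median of neutral control wells and 100% = median of IBMX positive control wells; some compounds called inactive have numbers as strong as hits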
Active calls of the source: *; ? = inconclusive; · = not tested or not shown; [ ] = another dose, or the depositor's remark.

Start of the listing, in advance (4 entries):
no. | canonical_smiles | Cneo AK release | F508del corr | PglD DTNB | PGC1a acetyl inh
1 | COc1cccc(C2CC(c3cccs3)=NN2C(=O)CSC2=NCCS2)c1OC (stereo unspecified) | -8 | 0.7 | 5 | ·
2 | CC(/C=N/Nc1nc(N2CCCCC2)nc(N2CCCCC2)n1)=C\c1ccccc1 | -1 | · | 2 | 0
3 | Cc1cccc(NC(=S)N2CCN(c3ccccn3)CC2)c1 | -4 | 5.3 | 7 | -8
4 | COCCNC(=O)[C@H]1[C@H](CO)[C@H]2Cn3c(ccc(-c4ccc(F)cc4)c3=O)[C@@H]1N2C | 1 | -4.8 | 3 | ·

no. | Statin myotox sup | miR-122 sensor | FN deposit inh | INS-1E GSIS act
1 | -50 | · | -4 | -19
2 | -25 | · | · | -1
3 | -17 | -3 | -14 | 7
4 | -12 | 0[16.7 µM] | · | 23

All compounds of this part, from the first entry:
no. | canonical_smiles | Cneo AK release | F508del corr | PglD DTNB | PGC1a acetyl inh
1 | COc1cccc(C2CC(c3cccs3)=NN2C(=O)CSC2=NCCS2)c1OC (stereo unspecified) | -8 | 0.7 | 5 | ·
2 | CC(/C=N/Nc1nc(N2CCCCC2)nc(N2CCCCC2)n1)=C\c1ccccc1 | -1 | · | 2 | 0
3 | Cc1cccc(NC(=S)N2CCN(c3ccccn3)CC2)c1 | -4 | 5.3 | 7 | -8
4 | COCCNC(=O)[C@H]1[C@H](CO)[C@H]2Cn3c(ccc(-c4ccc(F)cc4)c3=O)[C@@H]1N2C | 1 | -4.8 | 3 | ·
5 | CC(C)C(=O)NC(=S)Nc1ccc(S(=O)(=O)N2CCCC2)cc1 | -1 | · | -3 | -8
6 | O=C(NCCN1CCCC1)c1cccc(Cl)c1 | -1 | 0.4 | 0 | ·
7 | O=C(NCc1ccncc1)c1csc([C@@H]2C[C@H](O)[C@@H](CO)O2)n1 | 5 | 2.3 | -4 | ·
8 | Cc1ccccc1CCN1CCCC(CN(C)CC(C)(C)C)C1 (stereo unspecified) | 2 | 1.8 | 4 | 13
9 | O=C(NCCCN1CCN(Cc2ccccc2)CC1)c1nnc(Cc2c(F)cccc2Cl)o1 | -3 | · | 3 | ·
10 | CCn1c(=O)c(C(=O)Nc2ncccc2O)c(O)c2ccccc21 | 1 | 5.8 | 0 | 5
11 | CCOC(=O)[C@H]1[C@H]2COc3ccc(C)cc3[C@@H]2N2C(=O)c3ccc(F)cc3NC(=O)[C@@]12C | -2 | 1.1 | -7 | -3
12 | O=C(C1CC(=O)N(c2ccc(F)cc2)C1)N1CCCCC1 (stereo unspecified) | 5 | 1.2 | 2 | ·
13 | Nc1ccc(C2(c3ccc(N)cc3)OC(=O)c3ccccc32)cc1 | -3 | -3.3 | -4 | 10
14 | Cn1c(-c2ccccc2)c(C(=O)CC#N)c2ccccc21 | · | -0.5 | · | -14
15 | COc1ccc(-n2c3c(cc(C(=O)N4CCC(C)CC4)c2=O)C(=O)CC(C)(C)C3)cc1 | -6 | -1.2 | 2 | ·

no. | Statin myotox sup | miR-122 sensor | FN deposit inh | INS-1E GSIS act
1 | -50 | · | -4 | -19
2 | -25 | · | · | -1
3 | -17 | -3 | -14 | 7
4 | -12 | 0[16.7 µM] | · | 23
5 | 1 | 0 | 5 | -5
6 | -2 | 1 | 0 | -4
7 | 1 | · | 3 | 1
8 | 18 | -1 | -3 | ·
9 | 0 | ? | · | ·
10 | -3 | -3 | 11 | 38
11 | -2 | -2 | 1 | -7
12 | 11 | · | 6 | -7
13 | -1 | 0 | -5 | 23
14 | · | · | -16 | 16
15 | 6 | · | -2 | -3

Later entries:
no. | canonical_smiles | Cneo AK release | F508del corr | PglD DTNB | PGC1a acetyl inh
16 | C[C@@H]1CN([C@@H](C)CO)S(=O)(=O)c2ccc(-c3cccnc3)cc2O[C@H]1CN(C)Cc1cccnc1 | · | 2.0 | · | 1
17 | Cc1ccc(C(=O)COC(=O)c2cccc(NC(=O)c3ccc([N+](=O)[O-])cc3[N+](=O)[O-])c2)cc1 | -3 | · | 0 | 2
18 | Cc1nc2nc(COc3ccccc3)[nH]n2c(=O)c1Cl | 2 | · | -2 | -21
19 | COc1ccc(NC(=S)N2CCC(c3ccc(C)cc3)C2)cc1 (stereo unspecified) | 7 | -0.5 | 2 | 1
20 | Cc1ccc(NS(=O)(=O)c2ccc(CCC(=O)NCc3cccnc3)cc2)cc1 | 6 | -0.5 | 3 | 18
21 | COc1cc(/C=N/O)cc(Br)c1OC | -1 | · | -10 | 6
22 | Cc1ccc2c(c1)N(CC(=O)NC1CCC(C)CC1)C(=O)CO2 (stereo unspecified) | 1 | · | 6 | 7
23 | CCCn1nc(NC(=O)c2ccco2)c2cc3cc(C)ccc3nc21 | 1 | -3.3 | -4 | 6
24 | O=C(CCn1cnc2ccccc2c1=O)Nc1ccc(S(=O)(=O)N2CCCC2)cc1 | 1 | · | 2 | -21
25 | O=C(C[C@@H]1CC[C@H](NS(=O)(=O)c2ccccc2)[C@@H](CO)O1)N1CCc2ccccc2C1 | -3 | 1.0 | 0 | 6
26 | N#CC1(c2ccccc2)CCCN1C(=O)c1ccccc1Br (stereo unspecified) | -2 | · | 4 | 8
27 | C=CCOc1ccc(/C=C/C(=O)Nc2ccc(C(=O)NC)cc2)cc1 | -1 | 1.1 | -2 | -11
28 | COc1ccc(OC)c(S(=O)(=O)NCCCc2ccccc2)c1 | 0 | -1.6 | -3 | -7
29 | Cc1oc2c(C)c(O)ccc2c(=O)c1-c1nncn1-c1ccccc1 | · | -1.0 | · | ·
30 | CCc1nc(NCc2cccnc2)c2oc3ccccc3c2n1 | -2 | · | -3 | 11

no. | Statin myotox sup | miR-122 sensor | FN deposit inh | INS-1E GSIS act
16 | -23 | -4[16.7 µM] | 2 | -4
17 | 6 | -14 | · | ·
18 | -7 | -4 | 8 | 3
19 | -4 | 12 | -2 | -34
20 | 2 | 6 | 3 | -5
21 | -7 | -1 | 4 | 12
22 | 5 | 1 | 6 | ·
23 | · | -3 | -5 | 13
24 | 12 | -6 | · | ·
25 | 5 | · | · | 6
26 | 12 | -2 | · | ·
27 | -12 | -32 | -23 | 36
28 | 3 | 60 | 3 | -9
29 | 6 | 1 | -1 | 14
30 | 0 | 2 | -2 | ·

(next part)
no. | canonical_smiles | Cneo AK release | F508del corr | PglD DTNB | PGC1a acetyl inh
31 | COc1ccccc1NC(=O)C(=O)N/N=C/c1cccs1 | · | · | · | ·
32 | CCOc1ccc2nc3cc(NCc4ccc(OC)cc4)ccc3c(N)c2c1 | 1 | · | -13 | ·
33 | CN(CC(=O)Nc1cccc(F)c1)CC(=O)Nc1ccccc1[N+](=O)[O-] | -3 | 0.5 | 14 | 5
34 | O=C(Cn1nnc(-c2ccccc2)n1)N1CCCCC1 | 8 | -0.5 | 3 | -10
35 | O=C(NCCCN1CCN(c2cccc(Cl)c2)CC1)c1ccc(N2CCCC2=O)cc1 | 1 | · | 35* | 0
36 | Cc1occc1C(=O)N/N=C/C1=C(N2CCOCC2)C(=C\c2ccc(Cl)cc2)/CC1 | · | 1.1 | · | 1
37 | C/C=C/c1ccc2c(c1)O[C@H](CN(C)C(=O)C1CCOCC1)[C@@H](C)CN([C@@H](C)CO)S2(=O)=O | 0 | 1.0 | -1 | 3
38 | c1ccc2cc(OCc3nc4ccccc4[nH]3)ccc2c1 | -7 | · | -2 | 0
39 | Cc1ccc(CSCC(=O)N(CCC(C)C)c2c(N)n(Cc3ccccc3)c(=O)[nH]c2=O)cc1 | 5 | -3.4 | -4 | 6
40 | C[C@H](CO)N1C[C@H](C)[C@H](CN(C)S(=O)(=O)c2ccc(F)cc2)OCCCC[C@H](C)Oc2ccc(NC(=O)C3CCCCC3)cc2C1=O | -2 | 0.4 | -1 | 0
41 | Cc1cccc(-c2nc(S(=O)(=O)c3ccc(F)cc3)c(NCCCN3CCOCC3)o2)c1 | 4 | -1.6 | 3 | -6
42 | N[C@@H]1CC[C@H](CCn2cc(-c3ccccn3)nn2)O[C@H]1CO | -12 | -2.3 | -9 | -8
43 | C[C@H](CO)N1C[C@H](C)[C@@H](CN(C)C)OCc2ccccc2-c2c(n(C)c3ccccc23)C1=O | -2 | -0.7 | -4 | -12
44 | CNc1nc(-c2ccc(S(=O)(=O)N3CCCCC3)cc2)cs1 | -1 | -2.4 | 8 | -10
45 | O=C(O)c1cccc2c1C(=O)c1cccc3snc-2c13 | -4 | 0.4 | -14 | 3

no. | Statin myotox sup | miR-122 sensor | FN deposit inh | INS-1E GSIS act
31 | 5 | 7 | 6 | 10
32 | -233 | · | · | -11
33 | -13 | -3 | -4 | -45
34 | 0 | 5 | 8 | -8
35 | -1 | 5 | · | ·
36 | · | · | -8 | -2
37 | 4 | 3[16.7 µM] | 4 | -1
38 | -13 | -1 | · | -17
39 | -6 | 6 | 0 | 1
40 | · | -1[16.7 µM] | 7 | -12
41 | -6 | 4 | -5 | -21
42 | -13 | 0[16.7 µM] | -5 | -4
43 | · | · | 1 | 14
44 | -2 | -3 | -1 | ·
45 | -4 | -7 | -1 | -13

New compounds follow:
no. | canonical_smiles | Cneo AK release | F508del corr | PglD DTNB | PGC1a acetyl inh
46 | Cc1cccc(OCc2ccc(C(=O)Nc3cc(C)on3)o2)c1 | -2 | -0.9 | 0 | -10
47 | CCOc1ccc(N2C(=O)CC(Cc3cc(C)cc(C)c3)C2=O)cc1 (stereo unspecified) | 2 | -0.6 | 3 | ·
48 | CC(C)OC(=O)N(C)C[C@@H]1OCc2ccccc2-c2ccccc2C(=O)N([C@@H](C)CO)C[C@H]1C | -4 | 0.0 | -3 | -7
49 | COCCNC(=O)C[C@@H]1C[C@@H]2c3cc(NC(=O)Nc4ccccc4F)ccc3O[C@@H]2[C@@H](CO)O1 | -5 | 1.8 | -3 | -3
50 | Cc1ccc(N2CC(C(=O)NCC3CCCO3)CC2=O)cc1Cl (stereo unspecified) | 5 | · | 1 | 10
51 | COc1ccc(C=C2SC(=O)NC2=O)cc1OC | 0 | 3.3 | 0 | -2
52 | CC1CCC(N2CCN(C(=O)c3ccccc3F)CC2)CC1 (stereo unspecified) | -1 | -2.5 | 3 | ·
53 | Cc1ccc2c(c1)COc1c3ccc(C(=O)NC(C)C)cc3nn1-2 | 9 | 3.1 | 2 | ·
54 | COc1ccc(-n2c(SCc3ccc(C#N)cc3)nnc2-c2ccccn2)cc1 | 0 | · | -1 | 11
55 | CC(C)NC(=O)N(C)C[C@@H]1Oc2c(NC(=O)c3cnccn3)cccc2C(=O)N([C@@H](C)CO)C[C@H]1C | 3 | -1.4 | 7 | 9

no. | Statin myotox sup | miR-122 sensor | FN deposit inh | INS-1E GSIS act
46 | 2 | -1 | -11 | 0
47 | -1 | 2 | -3 | -11
48 | · | · | 4 | 3
49 | 0 | 2[16.7 µM] | -8 | 0
50 | -14 | 30 | · | ·
51 | -7 | -6 | · | -30
52 | 10 | -1 | 1 | -2
53 | -7 | -2 | 9 | 36
54 | 6 | 3 | · | ·
55 | 1 | 0[16.7 µM] | · | 1
